# Screening results: PubChem, several laboratories
# PLAP inhibitors HTS = PLAP enzyme inhibitors, biochemical, luminescence, HTS (AID 690); 0.08% of 96,000 active; purified PLAP, luminescent substrate; higher % means a stronger effect; inhibition, % at 20 µM, or IC50 in µM where a hit was titrated; in the data active means a potency from the dose series; inactive means the rest, 99 in 100 with inhibition below about 30%; further: strong numbers were not always called active
# NFkB transloc inh = blocks IL-1B driven NFkB nuclear translocation in HUVEC cells. HUVEC IL-1B NFkB p65 nuclear translocation imaging. inhibition, % at 2 µM. 0.43% of 94,000 active. AID 796;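 active means inhibition above about 30% together with a positive call from visual inspection of the well image, limit read from the data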;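 further: nuclear over cytoplasmic p65 intensity ratio measured by imaging; 0% = IL-1B stimulated DMSO wells and 100% = unstimulated DMSO wells; values of inactives mirror those of a sister screen read the other way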
# Bcl-B displacement = displacers of TR3 peptide from Bcl-B, primary screen, selectivity assay for Bfl-1 inhibitor project, biochemical, fluorescence polarization. displacement, % at 20 µM; hits with a dose series show IC50 in µM. 0.11% of 96,000 active. AID 748. FP displacement of FITC-TR3 peptide from Bcl-B; higher % means a stronger effect;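 active means displacement above 50% at 20 µM plus a fluorescence interference ratio under 1.5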;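 further: plate controls were wells without compound for no effect and wells lacking Bcl-B protein for full effect; a part of the inactive calls stands beside numbers as strong as those of hits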
# NFkB transloc pot = enhances IL-1B driven NFkB nuclear translocation; HUVEC IL-1B NFkB p65 nuclear translocation imaging; activation, % at 2 µM; 0.3% of 94,000 active;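 active means activation above 40%, about the mean plus 3 SD, also judged a hit on visual image review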;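 further: percent activation is computed from the nuclear over cytoplasmic p65 intensity ratio; values of inactives mirror those of a sister screen read the other way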
# MRP reversal = reverses drug resistance mediated by MRP | H69AR cells + 2 uM doxorubicin, CellTiter-Glo, 72 h | 0.04% of 85,000 active | differential viability (reversal), % at 10 µM;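 active means viability drop by adding the cancer drug above about 55%, with treated viability meeting a 40% cutoff, limit read from the data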;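 further: viability without doxorubicin minus viability with 2 µM doxorubicin for each compound; larger differential means the compound sensitizes cells more to doxorubicin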
# MRP reversal cytotoxicity = also measured in MRP reversal; calls as there; viability, %; H69AR cells, CellTiter-Glo, 72 h; measured here: cytotoxicity without doxorubicin
# MRP reversal with doxorubicin = also measured in MRP reversal; calls as there; viability, %; measured here: viability with 2 uM doxorubicin; hits give low values
# NFkB transloc inh cell count 2 µM = also measured in NFkB transloc inh; calls as there; cell count; measured here: cells passing quality filter;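 raw number of nuclei counted in each imaged well without normalization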
# NFkB transloc pot cell count 2 µM = second read-out of NFkB transloc pot, no call of its own (marks repeat the call); cell count; measured here: cells passing quality filter
# Starred values were filed as active, the others as inactive; . = not tested or not shown. This is a subset (hit frequency here may not be typical).
SMILES,PLAP inhibitors HTS,NFkB transloc inh,NFkB transloc inh cell count 2 µM,Bcl-B displacement,NFkB transloc pot,NFkB transloc pot cell count 2 µM,MRP reversal,MRP reversal cytotoxicity,MRP reversal with doxorubicin
O=c1c2ccsc2ncn1Cc1ccc(Cl)cc1,18%,1,128,-5%,-1,128,.,.,.
O=C(CCc1nc(-c2ccccc2)no1)N1CCCC1,12%,-27,123,-4%,27,123,-4,82,86
NC(=O)C1CCN(C(=O)c2ccc(NC3=NC4CS(=O)(=O)CC4S3)cc2)CC1 (stereo not given),18%,-10,157,-5%,10,157,.,.,.
CCn1[nH]c(=O)c(=Nc2c(C)n(C)n(-c3ccccc3)c2=O)cc1-c1ccc(Cl)cc1,-49%,-4,91,-12%,3,91,10,90,80
NC(=NC1CCCCC1)c1ccc([N+](=O)[O-])cc1,0%,-30,171,9%,30,171,-12,79,90
Cc1ccc(S(=O)(=O)Cn2nnnc2CN(Cc2ccco2)CC2CCCO2)cc1 (stereo not given),-42%,-3,111,-4%,3,111,4,87,82
CCOc1cccc(NC(=O)CSc2nc(C)c3c(c2C#N)CCCC3)c1,-4%,-10,181,5%,10,181,4,82,78
CCOC(=O)C1CCCN(C2CC(=O)N(c3cccc(C)c3)C2=O)C1 (stereo not given),-5%,5,102,4%,-5,102,2,100,98
CNc1c([N+](=O)[O-])cnn1-c1ccc(C)cc1,-4%,6,166,-17%,-6,166,.,.,.
Cc1noc(C)c1CSc1nnc2sc3ccccc3n12,-11%,-19,170,-9%,19,170,9,91,82
Cc1nn2cc(-c3ccc(-c4ccccc4)cc3)nc2s1,-14%,6,167,-13%,-6,167,2,96,94
O=C(Nc1nnc(C2CC2)s1)c1ccncc1,-12%,1,184,7%,-1,184,21,101,80
Cc1ccnc2nc(C(=O)Nc3ccc(N4CCOCC4)cc3)nn12,-12%,-4,118,5%,4,118,-5,93,98
CCn1c(SCc2nc3ccccc3c(=O)[nH]2)nnc1-c1cccnc1,-9%,-10,164,5%,11,164,17,93,76
CCCCNC(=O)c1cc2c(=O)n3cccc(C)c3nc2n(Cc2ccncc2)c1=N,-45%,-31,197,7%,31,197,.,.,.
COc1ccc(-c2ccc(-c3noc(-c4ccc(OC)c(OC)c4)n3)c(OC)n2)cc1,-26%,.,.,-160%,.,.,9,51,42
CCOc1cc(CNC2CCCC2)cc(Cl)c1OCc1ccc(F)cc1,-73%,-3,158,9%,3,158,.,.,.
Cc1cc(N=Cc2cc(Cl)ccc2O)no1,14%,-7,187,-9%,7,187,-10,85,95
COc1ccccc1CNC(=O)c1c(N)n(CCCN2CCOCC2)c2nc3ccccc3nc12,-56%,-6,169,-18%,6,169,.,.,.
Cc1ccc(NC(=O)c2c(C)nc(Nc3nc4ccccc4o3)nc2C)cc1,-95%,1,116,2%,-1,116,-3,77,80

# 3 records picked at random from the list so far:
SMILES,PLAP inhibitors HTS,NFkB transloc inh,NFkB transloc inh cell count 2 µM,Bcl-B displacement,NFkB transloc pot,NFkB transloc pot cell count 2 µM,MRP reversal,MRP reversal cytotoxicity,MRP reversal with doxorubicin
Cc1ccc(S(=O)(=O)Cn2nnnc2CN(Cc2ccco2)CC2CCCO2)cc1 (stereo not given),-42%,-3,111,-4%,3,111,4,87,82
COc1ccc(-c2ccc(-c3noc(-c4ccc(OC)c(OC)c4)n3)c(OC)n2)cc1,-26%,.,.,-160%,.,.,9,51,42
CCn1[nH]c(=O)c(=Nc2c(C)n(C)n(-c3ccccc3)c2=O)cc1-c1ccc(Cl)cc1,-49%,-4,91,-12%,3,91,10,90,80

# Some of these compounds in order of their number in Bcl-B displacement, descending.
SMILES,PLAP inhibitors HTS,Bcl-B displacement,NFkB transloc pot,NFkB transloc pot cell count 2 µM
O=C(Nc1nnc(C2CC2)s1)c1ccncc1,-12%,7%,-1,184
Cc1cc(N=Cc2cc(Cl)ccc2O)no1,14%,-9%,7,187
Cc1nn2cc(-c3ccc(-c4ccccc4)cc3)nc2s1,-14%,-13%,-6,167

# Gathered by group, the compounds so far containing an aryl thioether with sulfur outside any ring.
SMILES,PLAP inhibitors HTS,NFkB transloc inh,NFkB transloc inh cell count 2 µM,Bcl-B displacement,NFkB transloc pot,NFkB transloc pot cell count 2 µM,MRP reversal,MRP reversal cytotoxicity,MRP reversal with doxorubicin
CCOc1cccc(NC(=O)CSc2nc(C)c3c(c2C#N)CCCC3)c1,-4%,-10,181,5%,10,181,4,82,78
Cc1noc(C)c1CSc1nnc2sc3ccccc3n12,-11%,-19,170,-9%,19,170,9,91,82
CCn1c(SCc2nc3ccccc3c(=O)[nH]2)nnc1-c1cccnc1,-9%,-10,164,5%,11,164,17,93,76

# Going on with the list.
SMILES,PLAP inhibitors HTS,NFkB transloc inh,NFkB transloc inh cell count 2 µM,Bcl-B displacement,NFkB transloc pot,NFkB transloc pot cell count 2 µM,MRP reversal,MRP reversal cytotoxicity,MRP reversal with doxorubicin
CCOc1ncccc1C(=O)OCC(=O)Nc1ncc(C(F)(F)F)cc1Cl,7%,-4,151,-8%,4,151,-6,93,99
CCCNC(=O)c1ccc(-c2nc3ccccc3s2)s1,-11%,21,172,-19%,-21,172,-17,45,62
COc1ccc(OC)c(NC(=O)c2nnn(CCc3ccccc3)c2N)c1,22%,6,178,-1%,-6,178,-9,70,78
O=C(c1ccccc1)c1cn[nH]c1-c1ccccc1O,-117%,11,175,-10%,-11,175,-6,76,82
COCCNC(=O)c1ccccc1NC(=O)C1COc2ccccc2O1 (stereo not given),-10%,.,.,-3%,.,.,-9,97,106
O=C(NCCN1CCN(Cc2ccccc2)CC1)c1cc2c(=O)[nH]c3ccccc3c2s1,-68%,0,75,-10%,0,75,1,2,1
CN1CCN(CCCNC(=O)Cn2ncc3c4ccccc4n(C)c3c2=O)CC1,.,-10,84,.,10,84,19,97,78
Cc1ccc(C(C)C)c(OCCN(C)C)c1,-26%,4,158,1%,-4,158,4,89,85
O=C(NCC1COc2ccccc2O1)c1cc2ccccc2o1 (stereo not given),.,-10,177,.,10,177,15,93,77
COc1ccc(OC)c(S(=O)(=O)Nc2ccccc2C(F)(F)F)c1,.,3,119,.,-3,119,18,105,87
c1cc2c(cc1C1CCCCC1)c1c3n2CCCNC3CCC1 (stereo not given),.,-24,126,.,24,126,-1,1,2
CCn1c(SCC(=O)NCC(=O)Nc2ccc(F)cc2)nnc1-c1ccncc1,-1%,-4,178,2%,4,178,-1,78,79
COc1ccc(OC)c(NC(=O)CC(NCCC2=CCCCC2)C(=O)O)c1 (stereo not given),-56%,-11,163,-8%,11,163,13,97,84
COc1ccccc1-n1c(N)c(C(N)=O)sc1=S,-25%,-17,130,-6%,17,130,-5,82,87
Cc1nn(-c2ccccc2)c2sc(C(=O)NNC(=O)COc3ccccc3)cc12,-74%,17,132,2%,-17,132,.,.,.
COc1ccc(NC(=O)N2CCC(c3ccccc3)C2)c(OC)c1 (stereo not given),-7%,-15,198,-3%,15,198,24,102,78
CN(C)c1ccc(NC(=S)N(CCc2ccccc2)C2CC(=O)N(c3c(Cl)cccc3Cl)C2=O)cc1 (stereo not given),-3%,18,87,-4%,-18,87,.,.,.
CSCCC(NC(=O)OC(C)(C)C)C(=O)Oc1ccc2c(=O)c(-c3ccc4c(c3)OCCO4)coc2c1 (stereo not given),4%,6,160,-11%,-6,160,.,.,.
CCCS(=O)(=O)C(=C1Nc2ccccc2N1)S(=O)(=O)CCC,2%,-14,127,-11%,14,127,3,97,95
CCCCCCC1/C(=N/O)CCC1C(=O)OC (stereo not given),8%,0,125,-7%,0,125,0,99,99
N#Cc1cc2c(nc1SCC(O)CS(=O)(=O)Cc1ccccc1)CCCC2 (stereo not given),11%,-19,110,-3%,19,110,-5,69,74
Cc1nn(C)c(C)c1CNC(=O)c1nn2c(c1Cl)NC(c1cccs1)CC2C(F)(F)F (stereo not given),-34%,-8,160,3%,8,160,.,.,.
O=C(CNC(=O)c1cccs1)OCC(=O)c1ccccc1,-9%,-8,170,-7%,-1,59,-12,73,84
COc1ccc(CCNC(=O)c2cnn3c(C(F)F)cc(C)nc23)cc1OC,15%,-6,177,11%,6,177,0,90,90
CCCCC(=O)NC1(C(F)(F)F)C(=O)N(Cc2ccco2)C(C)=C1C(=O)OC (stereo not given),13%,-4,136,-3%,4,136,5,86,81
COc1ccc(-c2c(C)n([O-])c(C)c(C)[n+]2=O)cc1,4%,-14,164,-2%,14,164,-3,92,95
O=C(CSc1nnnn1-c1ccc2c(c1)OCO2)NCc1cccs1,-4%,29,69,-2%,-29,69,-9,66,75
C=CCSc1nc(N)c2c(C)c(C)sc2n1,5%,.,.,1%,.,.,13,86,74
CCOc1[nH]n(-c2ccccc2)c(=O)c1C=Nc1ccc(Cl)cc1,-3%,-4,156,-7%,4,156,.,.,.
CC(C)OC(=O)CSc1nnc(CNc2nc(-c3ccccc3)cs2)n1C,-38%,1,138,2%,-1,138,4,95,91
Cc1ccc(-n2c(CCc3ccccc3)nnc2SCC(=O)NCc2ccccc2)cc1C,15%,-9,178,6%,8,61,-18,65,83
CN(C)S(=O)(=O)c1ccc(C(=O)Nc2ccc(F)cc2F)cc1,-14%,.,.,-3%,.,.,1,95,94
O=C(Nc1nccs1)c1cc2c(s1)-c1ccccc1OC2,-14%,-2,161,-22%,2,161,.,.,.
O=c1cc(N2CCc3ccccc32)[nH]c(=O)n1-c1ccccc1,.,0,145,.,0,145,-3,98,101
N#C/C(C(=O)N1CCOCC1)=C1/SC=C(c2ccccc2)N1c1ccccc1,.,0,178,.,0,178,16,96,80
CCn1c(CCNC(=O)c2ccc(Cl)c(Cl)c2)nnc1SCCOc1ccc(OC)cc1,20%,-1,150,-3%,1,150,.,.,.
O=C(CCS(=O)(=O)c1ccc(Cl)cc1)Oc1ccc2c(c1)OCO2,-6%,.,.,3%,.,.,-11,75,86
COc1ccc(-c2cc(C(F)(F)F)c(C#N)c(SCC(=O)Nc3nc(C)co3)n2)cc1,17%,-12,170,-112%,2,163,.,.,.
Cc1cc(C)n(-c2ccc(Cl)c(C(=O)OCC(=O)N3CCCCC3C)n2)n1 (stereo not given),-79%,.,.,2%,.,.,0,84,84
CC(C)OCC(O)CN (stereo not given),6%,0,93,-3%,0,93,12,99,87
Oc1ccc(Nc2nc(N3CCCC3)c3ccccc3n2)cc1,-27%,-20,147,44µM*,20,147,1,1,-1
COCCn1c(SCc2c(F)cccc2Cl)nc2c1c(=O)[nH]c(=O)n2C,-9%,-9,137,2%,9,137,-8,71,79
COc1ccc(/C=N/Nc2snc(SC)c2C#N)cc1OC,-2%,1,149,-12%,-1,149,-3,48,51
O=C(Cn1nnc2c(cnn2-c2ccccc2)c1=O)N1CCN(c2ccccc2F)CC1,-36%,-16,212,-5%,15,212,-3,99,102
CCCCNC(=O)CC1N=C2c3ccccc3N=C(SCC(=O)Nc3ccc(OC)cc3)N2C1=O (stereo not given),-34%,-2,125,-7%,2,125,6,92,86
CCOC(=O)/C(C#N)=C/NC(=O)NC(C)(C)C,10%,-2,172,-3%,2,172,-10,102,112
CC(=O)NCCOc1nc(N(C)C)nc(N2CCOCC2)n1,8%,.,.,-3%,.,.,18,91,72
COc1ccc(C(=O)/C=C/Nc2cc(C)on2)c(OC)c1,-4%,0,126,-1%,0,126,15,81,67
CCOc1ccc2[nH]c(=O)c(CN(Cc3ccco3)C(=O)c3cccc(F)c3)cc2c1,4%,5,129,-1%,-5,129,-1,78,79
Cc1ccc(-n2c(Cc3cccn3C)nnc2SCC(=O)Nc2ccc3c(c2)OCO3)cc1,-2%,.,.,-24%,.,.,.,.,.
CCCCCCCCCn1c2c(c(=N)c3c1CCC3)CCC2,.,0,94,.,0,94,-3,9,11
Cc1ccc(S(=O)(=O)N2Cc3ccccc3CC2C(=O)Nc2ccc3c(c2)OCO3)cc1 (stereo not given),-58%,4,132,35%,-4,132,.,.,.
c1ccc(COc2cccc(CN3CCN(c4ccccn4)CC3)c2)cc1,-54%,-10,127,-10%,10,127,24,98,75
CNC(=O)CSc1nnc(COc2ccc(Cl)cc2)n1CCOC,8%,-17,208,3%,17,208,0,106,106
COc1ccccc1-c1nnc(SCc2ccccn2)n1C,-34%,4,164,8%,-4,164,-10,97,106
CCOC(=O)c1c(C)[nH]c2cc(Br)c(O)cc12,14%,.,.,6%,.,.,-6,89,95
O=C(NCCc1ccccc1F)C1CCCN1S(=O)(=O)c1ccccc1 (stereo not given),-12%,-3,135,3%,3,135,11,91,80
CS(=O)(=O)NCCCNc1ccc(Cl)cc1[N+](=O)[O-],44%,-20,164,14%,20,164,5,99,94
